# Bioassay records: PubChem BioAssay, Fisher Drug Discovery Resource Center
# NPYLR7 ag: activates Aedes aegypti NPYLR7 receptor; activation, % at 10 µM; 270,000 compounds, 0.15% hits; AID 1259423; HEK293T NPYLR7/Galpha15, GCaMP6s calcium fluorescence; in the data active = activation above about 40%;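 note: 0% = vehicle and 100% = reference agonist at the receptor; some compounds past the cut are filed as inactive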
# hcGAS lum: human cGAS inhibition; inhibition, % at 12.5 µM; Q8N884; recombinant h-cGAS, ATP depletion, Kinase-Glo luminescence; AID 1259398; 290,000 compounds, 0.081% hits;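 note: 0% = vehicle reaction and 100% = reaction without DNA for no activity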
# Target sequence (Q8N884 whole entry, looked up): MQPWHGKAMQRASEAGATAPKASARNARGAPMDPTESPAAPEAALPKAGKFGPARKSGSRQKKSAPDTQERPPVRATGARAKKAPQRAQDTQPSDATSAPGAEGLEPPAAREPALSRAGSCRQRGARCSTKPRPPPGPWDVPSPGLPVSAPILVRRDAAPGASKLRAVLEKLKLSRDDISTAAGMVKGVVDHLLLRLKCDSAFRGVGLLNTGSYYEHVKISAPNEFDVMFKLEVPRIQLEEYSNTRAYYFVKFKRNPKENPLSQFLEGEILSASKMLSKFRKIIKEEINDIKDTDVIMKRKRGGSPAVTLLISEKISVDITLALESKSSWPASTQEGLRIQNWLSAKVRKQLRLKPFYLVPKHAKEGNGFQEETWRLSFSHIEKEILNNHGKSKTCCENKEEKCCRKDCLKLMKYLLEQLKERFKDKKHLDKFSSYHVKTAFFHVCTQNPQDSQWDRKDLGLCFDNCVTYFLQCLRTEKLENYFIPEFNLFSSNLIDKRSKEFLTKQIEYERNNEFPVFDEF
# mcGAS lum: blocks mouse cGAS activity; 160,000 compounds, 0.15% hits; inhibition, % at 12.5 µM; recombinant cGAS, Kinase-Glo ATP depletion luminescence;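 note: 0% = negative control wells and 100% = reference inhibitor with no enzyme activity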
# An asterisk follows results filed as active; x = not tested or not shown. Cut-off read from the data, not from the text of the source, unless noted: active = inhibition above about 40%; inactive = the rest.
# Value order: NPYLR7 ag	hcGAS lum	mcGAS lum
O=C(N1CCN(c2nccc(-c3ccc(-n4ccnc4)cc3)n2)CC1)C(F)(F)C(F)(F)C(F)(F)F
    18.7	-6.1	-5.3
COc1cc(Cl)ccc1C(=O)NC1CCN(C(=O)C2CC2)CC1
    -4.4	0.2	x
CN1CCN(C(=O)c2cccc(-c3ccc4nnc(-c5cccc(C#N)c5)n4c3)c2)CC1
    14.4	-2.7	-7.6
O=C(O)C1CN(C(=O)C2COc3ccccc3C2)c2ccccc2O1 (configuration not stated)
    0.3	-7.2	x
CCOc1ccccc1-c1cc(=O)c2cc(NC(C)=O)ccc2o1
    -5.6	-4.6	x
CCS(=O)(=O)NCCc1csc2nc(-c3cccc(F)c3)nn12
    -1.8	-5.5	-6.5
CC(C(N)=O)n1cc(I)cn1 (configuration not stated)
    2.7	1.6	-0.8
COc1cc(OC)cc(C(=O)N2CCC3(CC2)C(=O)N(CC(=O)Nc2ccc(F)cc2)CN3c2ccccc2)c1
    23.5	-4.9	-4.0
COCCNC(=O)c1c(C)noc1-c1ccccc1Cl
    x	-5.3	-5.2
CCS(=O)(=O)c1ccc2oc(=S)n(CN3CCOCC3)c2c1
    -0.1	-5.8	x
CN(C)c1ccc(CNCc2cccc(C#N)c2)cc1F
    3.5	-6.7	x
C=CCn1cc(CN2CCN(CCS(C)(=O)=O)CC2)c(C)n1
    26.0	-9.1	-12.5
Cc1ccc(-c2nnc(SCC(=O)N3CCC(C)CC3)o2)cc1
    2.9	-7.3	x
COc1ccc(-c2nn(-c3ccccc3)c(OC(C)=O)c2-c2ccc(NC(=O)c3ccccc3Cl)cc2)c(OC)c1
    0.7	-1.3	-3.3
COc1ccc(S(=O)(=O)N(Cc2ccc(OS(C)(=O)=O)cc2)Cc2ccco2)cc1
    -8.3	-8.8	-4.8
CNC(=O)CCC(=O)N1CC[C@@H](c2ccc3ccccc3c2)[C@H](O)C1
    -2.0	-3.7	x
Cc1ccsc1CN(Cc1cccc(C(F)(F)F)c1)Cc1nc(C(=O)NCCN2CCOCC2)co1
    21.1	-2.1	-3.2
CCOC(=O)CC1C(=O)NCCN1C(=S)NCC1CCCCC1 (configuration not stated)
    -9.2	-5.4	-2.6
Cc1cccc(-c2noc(CN(C)C(=O)c3cnn4cc(C)cnc34)n2)c1
    2.2	-8.1	x
Cc1ccc(S(=O)(=O)NNC(=O)C(C)C)c(C)c1
    7.1	-5.8	x
CC(C)c1nc(N2CCCC2=O)sc1C(=O)NC1CCCCCCC1
    x	-15.1	-6.5
COCC(=O)N1CCN(c2cc(Oc3ccc(Cl)cc3F)ncn2)CC1
    -9.8	-5.2	-5.9
O=C(/C=C/c1cccnc1)NC(c1cccs1)C1CCCC1 (configuration not stated)
    6.9	-13.6	x
CCS(=O)(=O)N1CCC(CCC(=O)NCCOC)CC1
    22.8	-7.6	x
O=C(Cc1cc(-c2cccs2)on1)Nc1cccnc1
    3.2	-5.1	-8.2
Cc1cc(OCc2cccc(Cl)c2)ccc1N
    4.8	-11.4	-15.8
O=C(NCC(C1CCOC1)N1CCOCC1)c1ccc(Cl)nn1 (configuration not stated)
    8.0	-4.5	x
Cc1ccc(-n2nc(C)c(CCC(=O)NCCCn3ccnc3)c2C)cc1C
    2.2	-8.0	-4.2
COc1ccccc1N1CCN(c2ccc(NC(=O)c3ccc4c(c3)OCO4)cc2C(=O)NCCCN(C)C)CC1
    14.0	-6.6	-5.9
Cc1nc2ccccc2nc1N1CCN(C(=O)c2cccc(C#N)c2)CC1
    x	-4.1	-9.5
O=C(NC(c1ccc(Cl)cc1)c1ccccn1)C1CCN(Cc2ccc3c(c2)OCO3)CC1 (configuration not stated)
    8.8	-3.4	-2.6
Cc1ccc(NC(=O)c2c(-c3ccccc3Cl)noc2C)c([N+](=O)[O-])c1
    -1.0	-2.6	-2.6
CCOC(=O)c1nn(-c2ccc(C)cc2)c(=O)cc1OS(=O)(=O)c1ccc(CC)s1
    9.4	-4.0	x
Cc1nn(CC(=O)N2CCc3ccccc32)c(=O)c2c1cnn2-c1ccccc1
    3.7	-2.8	x
CC(C)Nc1nc(NC(C)C)nc(Oc2ccc(C=O)cc2)n1
    1.0	-4.7	-6.0
N#CC1(NC(=O)CSc2ncnc3sc4c(c23)CCCC4)CCCC1
    20.1	-13.2	x
COc1ccc(OC)c(Nc2ncnc3sc4c(c23)CCC4)c1
    1.6	2.4	x
Cn1cnc(S(=O)(=O)N2CC[C@@H](c3ccc4ccccc4c3)[C@H](O)C2)c1
    1.5	-3.3	x
O=[N+]([O-])c1ccc(N2CCN(CC(O)Cn3c4ccccc4c4ccccc43)CC2)c([N+](=O)[O-])c1 (configuration not stated)
    9.0	-9.5	x
CC(C)Oc1ccc(C(=O)Oc2coc(CSc3nccn3C)cc2=O)cc1
    -8.7	-1.2	0.9
O=S(=O)(NC1CC1)c1ccc(F)c(F)c1
    21.7	-4.3	x
Cc1cc2nnnn2c2ccccc12
    2.9	3.5	-5.2
O=C(Nc1cccc(C(F)(F)F)c1)c1ccccc1O
    -25.3	-3.2	x
Cc1ccc(N=C2SCCN2c2nc3ccccc3[nH]2)cc1C
    -4.7	-0.3	-0.2
CS(=O)(=O)c1ccc(S(=O)(=O)NC2CCC(c3ccccc3)CC2)cc1 (configuration not stated)
    -0.6	14.6	x
CC(Nc1ccccc1C#N)c1cccnc1 (configuration not stated)
    2.5	-7.9	x
CCC(CC)CC(=O)N1CC(N2CCCCC2C)C1 (configuration not stated)
    0.8	-6.0	-14.2
CCN(CC)CCCn1c2c(c(SCC(=O)Nc3cc(C)ccc3C)nc1=O)CCC2
    0.8	-0.6	-4.5
CC(C)NC(=O)C1CCN(C2CCN(C(=O)CCCc3cn[nH]c3)CC2)CC1
    21.6	-0.6	x
C=C(C)COc1ccc(-c2nc(N)ncc2-c2ccc(Cl)cc2)c(O)c1
    4.7	-6.0	-9.3
COc1ccc(CN2CCCC(CCNS(C)(=O)=O)C2)cc1C (configuration not stated)
    2.0	-3.9	x
COC(=O)C1CCN(CC(O)COCc2ccc(NC3CCN(C)CC3)cc2)CC1 (configuration not stated)
    3.3	1.8	-2.8
COc1cc(OC)cc(-c2nnc(SCc3ccccc3OC)n2-c2ccccc2C)c1
    x	-7.5	-8.0
COCC(=O)Nc1ccc(N2CCN(C(=O)CCCOc3ccccc3)CC2)nc1
    5.5	-4.2	-6.0
CC(C)c1ccccc1OC1CC2CCC(C1)N2C(=O)c1ccc(CSc2ccc(F)cc2)cc1 (configuration not stated)
    4.5	-7.7	-6.1
O=C(N/N=C\c1cccc2nccnc12)[C@@H]1CCCN1
    1.2	-6.9	x
Cc1nc2c(C(=O)N3CCOC(C(F)(F)F)C3)cccc2[nH]1 (configuration not stated)
    13.3	-2.0	x
CCc1ccc(OCC(=O)Nc2nc3ncccn3n2)cc1
    3.4	-3.3	x
CC1=NCCn2c(CN(C)CC(C)C)ccc21
    21.9	-7.1	x
COc1ccc(NC(=O)CSc2nnc3ccccn23)c(OC)c1
    -0.4	1.4	x

# Reformatted bar-delimited: part of the list above
Structure | NPYLR7 ag | hcGAS lum | mcGAS lum
Cc1ccc(NC(=O)c2c(-c3ccccc3Cl)noc2C)c([N+](=O)[O-])c1 | -1.0 | -2.6 | -2.6
CCOC(=O)c1nn(-c2ccc(C)cc2)c(=O)cc1OS(=O)(=O)c1ccc(CC)s1 | 9.4 | -4.0 | x

# (cont.)
# Value order: NPYLR7 ag	hcGAS lum	mcGAS lum
CCn1c(-c2cccc(C(F)(F)F)c2)csc1=Nc1ccc2[nH]c(=O)[nH]c2c1
    -3.5	-4.4	x
CN(C)c1ncccc1CNC(=O)c1cccc(-c2cn[nH]c2)c1
    -0.5	-4.6	-22.3
Nc1nc(Cl)cc(NC2CCCSC2)n1 (configuration not stated)
    -3.7	-11.2	x
COc1cc(=O)n(-c2ccc(F)cc2)nc1C(=O)N1CCN(C)CC1
    -4.3	-4.4	-0.5
CCc1nc2c(c(=O)c3ccccc3n2C)c(=O)n1-c1ccccc1
    3.4	-4.5	x
CN1CCC(N2CCN(c3nc(N)nc(NCc4ccccc4)n3)CC2)CC1
    x	-2.8	-17.9
Cc1ccc(-n2c(SCC(=O)C(C)(C)C)nnc2-c2ccncc2)cc1
    4.4	2.6	x
COc1ccc(NC(=O)N2CCCC(C(=O)c3ccc(-c4ccccc4)cc3)C2)c(C)c1 (configuration not stated)
    9.7	-7.0	-8.9
O=C(Cn1cc(S(=O)(=O)N2CCCC2)ccc1=O)NC1CCCCCC1
    2.3	-4.7	x
Cc1ccc(SCC(=O)N2CCCC(c3nn[nH]n3)C2)cc1 (configuration not stated)
    -0.9	-17.7	x
CCn1c(=O)c(C(=O)O)nn(-c2ccc(C)c(F)c2)c1=O
    8.8	5.3	x
CN1CC2(CCCN(C(=O)c3ccc4c(c3)ncn4CCO)CC2)OC1=O (configuration not stated)
    3.6	3.4	-9.4
C=CCn1c(SCCN2C(=O)c3ccccc3C2=O)nc2sc3c(c2c1=O)CCCC3
    -4.1	-3.4	-5.5
O=C1NC(=O)C(=Cc2ccc(F)cc2)S1
    1.4	2.5	x
Cc1ccc(Nc2ccc(N3CCN(C(=O)c4ccc([N+](=O)[O-])cc4)CC3)nn2)cc1
    0.3	-3.0	-7.1
Cc1cc(C(=O)COC(=O)C=Cc2ccco2)c(C)n1C
    4.6	-4.2	-9.7
CNC(=O)CN(C1COC1)[C@@H]1C[C@@H]2CO[C@H](C(C)C)C[C@@H]2C1
    -5.7	14.4	-0.5
NC(=O)c1nc(-c2ccccc2)nc2c1[nH]c(=O)n2-c1ccccc1
    1.6	-1.6	-5.5
C=CCC(=O)N1CCC(C(=O)Nc2ccc(-c3cccc(C)c3)cc2)CC1
    4.5	-4.7	x
CCN(CC)c1ccc(CN(CCOC)C(=O)C2CCC2)c(OS(=O)(=O)c2ccc(OC)cc2)c1
    20.9	-5.5	-7.1
C/C(=N/Nc1nccnc1Cl)c1ccc(O)c(C)c1
    -6.4	-7.5	-6.0
COc1cccc(/C=C2\SC(=S)N(C(C(=O)O)C(C)C)C2=O)c1 (configuration not stated)
    -4.5	-2.1	-5.4
CC(C)CC(NC(=O)c1ccccc1)C(=O)N1CCC(c2ccccc2)CC1 (configuration not stated)
    1.7	-9.0	-2.4
CN(C)CC(=O)Nc1c2c(nc3c1CCC3)CCCC2
    0.3	1.7	0.7
Cc1ccn2c(=O)nc(SCC(=O)NCc3ccccc3Cl)nc2c1
    -0.8	-0.8	0.7
CCN(CC)c1cc(Cl)nc(SCc2cccc(C(=O)Nc3ccc(C)c(C)c3)c2)n1
    30.6	-0.7	-5.3

# Arranged by molar mass (rising): some entries from above.
# Value order: NPYLR7 ag	hcGAS lum	mcGAS lum
O=C1NC(=O)C(=Cc2ccc(F)cc2)S1
    1.4	2.5	x
Nc1nc(Cl)cc(NC2CCCSC2)n1 (configuration not stated)
    -3.7	-11.2	x
CN(C)CC(=O)Nc1c2c(nc3c1CCC3)CCCC2
    0.3	1.7	0.7
C/C(=N/Nc1nccnc1Cl)c1ccc(O)c(C)c1
    -6.4	-7.5	-6.0
Cc1cc(C(=O)COC(=O)C=Cc2ccco2)c(C)n1C
    4.6	-4.2	-9.7
CCn1c(=O)c(C(=O)O)nn(-c2ccc(C)c(F)c2)c1=O
    8.8	5.3	x
CNC(=O)CN(C1COC1)[C@@H]1C[C@@H]2CO[C@H](C(C)C)C[C@@H]2C1
    -5.7	14.4	-0.5
Cc1ccc(SCC(=O)N2CCCC(c3nn[nH]n3)C2)cc1 (configuration not stated)
    -0.9	-17.7	x
CN(C)c1ncccc1CNC(=O)c1cccc(-c2cn[nH]c2)c1
    -0.5	-4.6	-22.3
NC(=O)c1nc(-c2ccccc2)nc2c1[nH]c(=O)n2-c1ccccc1
    1.6	-1.6	-5.5
COc1ccc(NC(=O)CSc2nnc3ccccn23)c(OC)c1
    -0.4	1.4	x
COc1cc(=O)n(-c2ccc(F)cc2)nc1C(=O)N1CCN(C)CC1
    -4.3	-4.4	-0.5
COc1cccc(/C=C2\SC(=S)N(C(C(=O)O)C(C)C)C2=O)c1 (configuration not stated)
    -4.5	-2.1	-5.4
Cc1ccc(-n2c(SCC(=O)C(C)(C)C)nnc2-c2ccncc2)cc1
    4.4	2.6	x
CN1CC2(CCCN(C(=O)c3ccc4c(c3)ncn4CCO)CC2)OC1=O (configuration not stated)
    3.6	3.4	-9.4
Cc1ccn2c(=O)nc(SCC(=O)NCc3ccccc3Cl)nc2c1
    -0.8	-0.8	0.7
CC(C)CC(NC(=O)c1ccccc1)C(=O)N1CCC(c2ccccc2)CC1 (configuration not stated)
    1.7	-9.0	-2.4
O=C(Cn1cc(S(=O)(=O)N2CCCC2)ccc1=O)NC1CCCCCC1
    2.3	-4.7	x
CN1CCC(N2CCN(c3nc(N)nc(NCc4ccccc4)n3)CC2)CC1
    x	-2.8	-17.9
CCn1c(-c2cccc(C(F)(F)F)c2)csc1=Nc1ccc2[nH]c(=O)[nH]c2c1
    -3.5	-4.4	x
Cc1ccc(Nc2ccc(N3CCN(C(=O)c4ccc([N+](=O)[O-])cc4)CC3)nn2)cc1
    0.3	-3.0	-7.1
COc1ccc(NC(=O)N2CCCC(C(=O)c3ccc(-c4ccccc4)cc3)C2)c(C)c1 (configuration not stated)
    9.7	-7.0	-8.9
CCN(CC)c1cc(Cl)nc(SCc2cccc(C(=O)Nc3ccc(C)c(C)c3)c2)n1
    30.6	-0.7	-5.3
CCN(CC)c1ccc(CN(CCOC)C(=O)C2CCC2)c(OS(=O)(=O)c2ccc(OC)cc2)c1
    20.9	-5.5	-7.1
